Bioassay records from PubChem BioAssay.
Wnt bcat act = activators of Wnt/beta-catenin signaling | AID 743398 | activation, % at 9.35 µM | actives 1.2% (n = 300,000) | Wnt/beta-catenin reporter cell assay, activator, plate reader; in the data active means activation above about 30%, passing the limit was not always enough;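 further: 0% = neutral control wells and 100% = positive control wells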
V-ATPase pH = yeast V-ATPase proton transport regulation by pHLuorin; S. cerevisiae, pHLuorin cytosolic pH fluorescence; response, % at 10 µM; actives 0.37% (n = 350,000); AID 504577; in the data active means response mostly above about 7.3%, no sharp cut-off; inactive means mostly below about 5.4%; further: actives read high; inactives centre near 0; some compounds called inactive have numbers as strong as hits; reference of the scale not given here
MOR-DOR inv ag = inverse agonists of human mu-delta opioid receptor heterodimerization; AID 504357; actives 0.21% (n = 340,000); cell-based MOR-DOR heterodimer luminescence, inverse agonism; P35372+P41143; inhibition, % at 9.3 µM; in the data active means inhibition above about 22%, passing the limit was not always enough;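 further: 0% = cells with DMSO and 100% = wells without cells with DMSO; values of inactives mirror those of a sister screen read the other way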
Target sequence (P35372 whole entry, looked up): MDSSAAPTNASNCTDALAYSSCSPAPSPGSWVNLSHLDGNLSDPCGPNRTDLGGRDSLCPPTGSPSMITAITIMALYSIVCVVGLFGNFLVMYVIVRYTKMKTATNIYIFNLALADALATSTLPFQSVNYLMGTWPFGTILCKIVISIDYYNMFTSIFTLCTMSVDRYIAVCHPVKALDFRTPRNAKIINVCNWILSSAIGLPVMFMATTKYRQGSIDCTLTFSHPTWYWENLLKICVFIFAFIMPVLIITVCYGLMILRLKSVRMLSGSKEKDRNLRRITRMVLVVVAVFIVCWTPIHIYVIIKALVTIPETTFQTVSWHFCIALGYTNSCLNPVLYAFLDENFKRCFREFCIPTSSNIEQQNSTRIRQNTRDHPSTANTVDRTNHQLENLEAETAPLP
Target sequence (P41143 whole entry, looked up): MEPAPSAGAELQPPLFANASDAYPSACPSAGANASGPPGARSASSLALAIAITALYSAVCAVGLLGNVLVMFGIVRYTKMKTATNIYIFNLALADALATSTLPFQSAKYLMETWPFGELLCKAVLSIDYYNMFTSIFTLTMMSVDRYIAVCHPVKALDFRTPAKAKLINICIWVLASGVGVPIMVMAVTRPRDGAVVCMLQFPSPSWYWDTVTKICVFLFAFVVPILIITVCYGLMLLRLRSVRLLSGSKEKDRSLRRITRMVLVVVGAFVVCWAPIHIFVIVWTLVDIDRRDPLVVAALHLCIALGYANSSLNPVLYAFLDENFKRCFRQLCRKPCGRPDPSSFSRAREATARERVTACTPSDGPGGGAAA
C-LANA FP = blocks KSHV LANA C-terminal domain binding to DNA | MBP-C-LANA/FAM-LBS DNA binding, fluorescence polarization | inhibition, % at 9 µM | actives 0.078% (n = 340,000);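 active means highest replicate inhibition at or above 60% at 9 µM, even if other replicates fall short; inactive means all replicates below 60% inhibition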;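 further: 0% = neutral control wells and 100% = 4 µM acridine orange control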
Cardiac RTF inh = cardiac RTF calcium desensitization; P19429+P45379; IANBD-labeled cardiac RTF, Ca2+ fluorescence; inhibition, % at 7.15 µM; actives 0.12% (n = 340,000); AID 493244;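 active means inhibition above the mean inhibition of all tested compounds plus 3 SD, cut at about 17% in these data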;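 further: assay run at fixed EC70 calcium of 1.6 mM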
Keap1 Nrf2 FP = disrupts human Keap1 binding to Nrf2 peptide; Q14145; Keap1 Kelch-Nrf2 peptide fluorescence polarization, 1536-well; inhibition, % at 9.4 µM; actives 0.15% (n = 340,000); in the data active means inhibition above about 12%;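 further: human Keap1 Kelch domain with fluorescein labeled Nrf2 9mer peptide probe; 0% = neutral control wells and 100% = peptide positive control; higher means more block of Keap1 binding to Nrf2 peptide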
RTF Ca sens act = increases calcium sensitivity of human cardiac regulated thin filaments. P19429+P45379. IANBD-labeled TnC RTF fluorescence at EC20 calcium; 0% EC20 calcium, 100% full calcium. activation, % at 7.2 µM. actives 0.24% (n = 340,000). AID 493008;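 active means activation above the mean over all tested compounds plus 3 SD, cut at about 30% in these data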;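 further: rise in fluorescence read as greater calcium sensitivity of cardiac thin filaments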
MOR-DOR ag = agonists of human mu-delta opioid receptor heterodimerization. activation, % at 9.3 µM. actives 0.3% (n = 340,000). P35372+P41143. cells, OPRM1-OPRD1 heterodimerization, luminescence. AID 504326; in the data active means activation above about 18%;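 further: 0% = vehicle-treated cells and 100% = reference agonist; values of inactives mirror those of a sister screen read the other way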
Pemphigus Ab inh = blocks pemphigus antibody binding to human desmoglein-3; P32926; DSG3-coupled beads, scFv-anti-DSG3-GFP binding, flow cytometry; hits give low values; binding (percent of control), % at 10 µM; actives 0.48% (n = 310,000); AID 588358;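 active means binding more than 3 SD below its plate's average and above zero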;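 further: hits lower antibody fragment binding to DSG3; some compounds called inactive have numbers as strong as hits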
Arr AP2 block = blocks beta-arrestin peptide binding to AP2 adaptin | FITC-arrestin peptide / GST-AP2 beads, flow cytometry; AP2 beta2 appendage carries R879A mutation | inhibition, % at 10 µM | actives 0.31% (n = 340,000);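 active means inhibition above a set limit, near 3 SD of compounds lacking own fluorescence, cut at about 54% in these data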;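 further: plate controls were DMSO wells for no effect and 5 µM unlabelled arrestin peptide for full effect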
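system = GST-tagged AP2 beta2-adaptin appendage (R879A) on 4 µm glutathione beads | reagent = FITC-labelled arrestin peptide probe, 50 nM final | schedule = compound with beads 12 min RT, then probe 1 h RT | signal = HyperCyt-sampled flow cytometry, FL1 channel, ex 488/em 535 nm | read-out = percent response from loss of bead-bound FITC fluorescence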
Active calls of the source: *; . = not tested or not shown.

Order of results – Wnt bcat act	V-ATPase pH	MOR-DOR inv ag	C-LANA FP	Cardiac RTF inh	Keap1 Nrf2 FP	RTF Ca sens act	MOR-DOR ag	Pemphigus Ab inh	Arr AP2 block
1	Cc1ncc(CN2CCCCC2C(=O)Nc2ccc(Oc3ccccc3)nc2)cn1 (centres undefined)
  2	-2	3	0.9	-11	3	-1	-0.8	111	32
2	Cc1[nH]c2ccccc2c1/C=N/NC(=O)c1cc(-c2ccncc2)nc2ccccc12
  -5	6	17	0.1	1	-5	3	-5.3	108	-3
3	COC(=O)C(=C/C(C)=C/c1cccs1)C(=O)OC
  0	1	-1	0.7	0	-9	-2	0.1	86	38
4	Cc1ccc(C(=O)COc2cc(O)c3c(=O)cc(-c4ccccc4)oc3c2)cc1
  0	1	12	-0.7	2	-4	7	-2.1	111	-7
5	CSc1nc2ccccc2n1CC(=O)Nc1c(C)cccc1C
  .	1	.	0.5	-10	-1	19	.	107	0
6	CC1=C(C(=O)N2CCOCC2)C(c2cc(C)cs2)NC(=O)N1 (centres undefined)
  -2	-4	2	4.3	-12	-4	7	-0.4	78	-1
7	CN=C1SC(CC(=O)Nc2sc(C)c(C)c2C(=O)OC)C(=O)N1C (centres undefined)
  4	3	12	-0.1	-2	2	-1	-2.1	103	-21
8	COCCNC(=S)Nc1ccc(S(=O)(=O)Nc2ncccn2)cc1
  1	1	-24	1.4	-5	-6	-1	3.5	101	.
9	COc1ccc(-c2nnc(SCc3cc(C)ccc3C)n2N)cc1
  .	-4	11	0.0	-2	-6	1	-2.5	102	10
10	NC(=O)c1ccc(-c2nnn(CC(=O)N(C3CCCC3)C3CCS(=O)(=O)C3)n2)cc1 (centres undefined)
  0	-6	8	2.2	-13	3	-3	-2.3	104	31
11	COc1ccc2c(c1)cc(C(=O)N[C@@H](CCSC)C(=O)N1CCC[C@H]1C(=O)O)n2C
  -1	7	0	3.7	-15	0	18	0.0	93	15
12	CC(=O)Nc1ccc(S(=O)(=O)N2CCSC2c2ccc(Cl)cc2)cc1 (centres undefined)
  .	6	-4	-0.8	-6	5	-8	0.7	106	11
13	NC(=O)C1CCN(C(=O)COc2ccc3ccccc3c2)CC1
  .	0	12	0.0	-11	1	7	-2.1	101	-8
14	CCOc1ccc(NC(=O)CSc2nccn2C)cc1
  6	1	16	-1.6	-3	-1	1	-3.5	.	31
15	O=C(CCOc1ccccc1)NCc1ccccc1
  1	3	6	1.4	-5	-3	-1	-1.0	110	6
16	CC(C)c1nc(C#N)c(NN)o1
  -2	2	20	2.2	-20	-3	3	-3.9	112	-13
17	CC(=O)Nc1ccc(NC(=O)C2CCC(CNS(=O)(=O)c3cccc4nsnc34)CC2)cc1 (centres undefined)
  -1	-1	15	-1.5	-1	-1	-1	-2.9	99	1
18	O=C(c1cccc(S(=O)(=O)N2CCN(c3ccccc3)CC2)c1)N1CCN(c2ccccc2O)CC1
  -2	-3	-12	-2.3	-1	-1	-9	1.7	104	-2
19	CC(=O)c1cccc(NC(=O)Cc2cccs2)c1
  .	-2	-5	-0.6	-7	-4	2	0.9	100	-2
20	Cn1c(SCC(=O)Nc2ccc(N3CCOCC3)cc2)nnc1C1CC1
  0	-2	9	0.3	-4	-5	2	-2.3	91	-1
21	CCOc1ccccc1C(=O)N1CCN(c2cccc(Cl)c2)CC1
  .	-3	8	2.7	-7	2	1	-1.4	98	0
22	CC(=O)NC12CC3CC(C1)CC(C(=O)Nc1c(C)n(C)n(-c4ccccc4)c1=O)(C3)C2
  0	0	16	-0.3	-7	3	-3	-2.9	.	-5
23	O=C(N/N=C\c1cccc(Cl)c1)c1ccc(Cn2cccn2)o1
  3	-4	14	-2.2	-4	-5	9	-2.5	128	-9
24	Cc1cc(C)c(CN2CCC(n3nccc3NC(=O)C3CCOC3)CC2)cc1C (centres undefined)
  3	2	13	-0.2	-3	-2	-3	-1.9	101	-3
25	CC(C)Cn1nc(NC(=O)C(C)(C)C)c2cc3ccccc3nc21
  .	2	-2	21	-1	-8	-1	0.3	.	2
26	COc1ccc(C(=O)COC(=O)c2cc(S(=O)(=O)N3CCCCC3)ccc2N2CCOCC2)c(OC)c1
  0	-1	12	1.1	8	-5	9	-2.2	110	-17
27	c1ccc(-c2csc3ncnc(N4CCOCC4)c23)cc1
  0	5	19	-0.6	-4	1	-3	-3.9	97	13
28	Cc1cc2c(c(SCC(=O)N(C)c3ccccc3)n1)C(=O)OC2
  -6	-1	14	1.1	1	1	0	-2.5	.	-6
29	O=C(CSCCOc1ccccc1)NCc1ccncc1
  0	-1	-4	-0.5	2	-7	5	0.8	.	1
30	Cc1nn(-c2ccccc2)c(C)c1/C=C/C(=O)OCC(=O)Nc1ccc(C(N)=O)cc1
  -3	8	4	-0.1	-10	-1	0	-1.1	96	15
31	Cc1noc(C)c1COc1cccc(C(=O)OCC(=O)N2CC(=O)Nc3ccccc32)c1
  .	4	7	-0.5	5	-1	8	-1.4	100	5
32	CN(CCc1ccccn1)C(=O)Nc1ccc(F)cc1
  .	0	1	-0.2	-10	-4	-1	-0.1	127	3
33	Cc1ccc(C2OCC(C)([N+](=O)[O-])CO2)cc1 (centres undefined)
  0	4	14	0.1	2	0	5	-2.6	126	35
34	O=S(=O)(NN1CCOCC1)c1cc(Cl)cc(Cl)c1O
  0	-4	15	-1.5	5	2	-3	-2.9	101	-11
35	COc1ccc(NC(=O)CSc2ccccc2)cn1
  4	0	12	3.2	2	1	5	-2.4	103	3
36	CSc1cccc(NC(=S)N2CCCN(Cc3ccccc3F)C2)c1
  1	-3	-17	-0.7	-19	-3	0	3.2	101	10
37	N#CC1=C(N)Oc2ccc3ccc(O)cc3c2C1c1cccnc1 (centres undefined)
  -3	1	10	6.1	-6	-1	-3	-1.8	103	-5
38	COCc1cc(C)nc2sc3c(=O)n(-c4cccc5ccccc45)nnc3c12
  -4	-3	13	0.1	11	-2	3	-2.3	103	23
39	Cc1ccc(N2CC(NC(=O)C(=O)c3c(C)[nH]c4ccccc34)CC2=O)cc1C (centres undefined)
  0	3	-12	-0.1	-13	-4	-1	1.8	102	0
40	Cc1cc(C)cc(C(=O)NCCC(=O)N2CCC3(CC2)NCCc2[nH]cnc23)c1
  0	3	11	1.1	-6	-6	4	-2.3	99	4
41	COc1ccc(/C=N\NS(=O)(=O)c2ccc(Br)cc2)cc1COc1ccccc1[N+](=O)[O-]
  .	-1	-9	-0.2	-6	-1	-1	1.7	92	4
42	O=C(CCn1c(=O)oc2ccccc21)NCc1cccs1
  3	-3	15	1.9	-3	1	2	-3.2	126	7
43	Cc1c(NC(=O)CN2CCN(c3ccc([N+](=O)[O-])cc3)CC2)c(=O)n(-c2ccccc2)n1C
  0	0	14	-0.8	-4	-3	-3	-2.7	102	-6
44	O=C(O)c1cc(-c2ccccc2)nc(-c2ccccc2)c1
  -4	-3	10	-0.8	-3	0	-1	-2.5	.	3
45	O=C(NCc1cccc(C(F)(F)F)c1)C1CCN(c2ncccn2)CC1
  .	-4	10	-1.6	8	2	-2	-2.0	99	0
46	C/C=C/C=C/C(=O)OC(C)C(=O)Nc1cc([N+](=O)[O-])ccc1OC (centres undefined)
  -3	-5	5	1.0	10	-3	4	-1.0	106	13
47	CCc1ccc(NC(=O)c2cccc(C(=O)Nc3ccc(CC)cc3)n2)cc1
  0	2	-12	0.6	-1	-1	-5	3.6	108	22
48	COc1ccc(-c2csc(NC(=O)c3ccccc3F)n2)cc1
  0	2	1	1.9	-11	1	-2	-0.2	104	12
49	COCCn1c(CN2CCC(Cc3ccccc3)CC2)nc2c1c(=O)n(C)c(=O)n2C
  .	0	9	-1.4	-2	-5	-2	-2.0	99	23
50	COc1ccc(NC(=O)CN(C)C(=O)c2ccc(OCc3ccccc3)c(OC)c2)cc1
  -3	-1	0	-3.5	-7	2	-7	0.0	96	-4
51	CCO[C@@H]1OC(C(=O)N2CCN(Cc3ccc4c(c3)OCO4)CC2)=C[C@H](c2coc3ccccc3c2=O)[C@H]1CCCO
  -4	-3	16	1.5	4	-2	-5	-2.8	109	-3
52	CCOc1ccccc1C1N=C(c2ccc(OC)cc2)CC(c2ccccc2O)N1 (centres undefined)
  30	-2	-1	-2.3	11	-5	0	0.3	105	-10
53	Cc1ccc(-n2[nH]c(C)c(/C=N/c3cccc(C)n3)c2=O)cc1
  14	2	10	-0.2	-15	0	-2	-2.0	94	4
54	Cc1nn(-c2ccccc2)c(C)c1Cc1ccc(O)cc1
  8	-2	1	1.3	-7	2	4	-0.2	101	-10
55	O=C(OCCN1CCCCC1)c1cc2ccccc2o1
  -2	4	5	-0.4	-14	-6	-1	-0.9	.	13
56	CN1CCN(CCNC(=O)c2ccc3nc(-c4ccc(F)cc4)c(-c4ccc(F)cc4)nc3c2)CC1
  1	3	0	-1.2	-1	-3	-2	-0.1	127	-3
57	COc1cc(C)cc(C(=O)C=Cc2ccccc2)c1O
  -7	2	3	1.2	-6	1	-2	-0.5	95	8
58	O=C(COC(=O)c1ccc(NS(=O)(=O)c2ccc(Br)s2)cc1)NC1CCCC1
  0	0	8	-0.4	-3	-4	-1	-1.7	114	23

Outcome played no part in choosing rows; overall some 3.1% were active at least once.
